Bioassay records from PubChem BioAssay.
LmPK inhibitor = qHTS Assay for Inhibitors of Leishmania Mexicana Pyruvate Kinase (LmPK); Q27686; purified LmPK, Kinase-Glo ATP luminescence, 1 h; Potency, µM (series often up to 57.5 µM), for inactives: top-dose activity change, negative = inhibition, hits mostly inhibitors; 290,000 tested, 0.37% active; AID 1721, 2009
Target sequence (Q27686 whole entry, looked up): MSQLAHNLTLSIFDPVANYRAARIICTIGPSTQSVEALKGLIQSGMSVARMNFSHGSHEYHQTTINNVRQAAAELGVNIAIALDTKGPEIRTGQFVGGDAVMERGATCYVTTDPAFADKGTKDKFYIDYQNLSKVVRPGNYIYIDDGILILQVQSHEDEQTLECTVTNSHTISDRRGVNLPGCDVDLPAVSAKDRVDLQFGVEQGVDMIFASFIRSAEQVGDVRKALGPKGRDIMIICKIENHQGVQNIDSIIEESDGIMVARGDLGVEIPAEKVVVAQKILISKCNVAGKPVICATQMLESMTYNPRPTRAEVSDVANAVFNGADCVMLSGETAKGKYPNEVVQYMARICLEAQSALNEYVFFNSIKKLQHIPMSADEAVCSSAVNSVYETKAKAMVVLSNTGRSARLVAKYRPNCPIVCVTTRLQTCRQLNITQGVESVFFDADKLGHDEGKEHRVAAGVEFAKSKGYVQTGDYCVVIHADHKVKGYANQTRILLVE
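Pyruvate kinase activity monitored as ATP production (luciferase luminescence). Conditions: 0.1 nM enzyme, 0.5 mM PEP, 0.1 mM ADP, 1 h, RT; normalized against uninhibited and no-enzyme wells.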
HCV inh = qHTS Assay for Inhibitors of Hepatitis C Virus (HCV). AID 651820, 2012. Huh7.5.1 HCVcc-Cre infection, luciferase reporter, 44 h. 340,000 tested, 3.4% active. Potency, µM (highest dose often 41.8 µM), without a hit: at the highest dose activity change, negative = inhibition, most hits filed as inhibitors
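Infectious HCV cell culture screen: compound-treated cells (1,000/well, pre-plated 4 h) are infected with HCVcc-Cre at roughly 0.5 moi and grown 44 h. Infection is quantified by luciferase signal after 15 min substrate incubation at room temperature.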
Pf growth 96h = Primary qHTS for delayed death inhibitors of the malarial parasite plastid, 96 hour incubation. P. falciparum luciferase reporter growth, 96 h. Potency, µM (series often up to 28.7 µM), for the others: at the top dose activity change, negative = inhibition, usual class: inhibitors. 320,000 tested, 6.9% active
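P. falciparum expressing integrated firefly luciferase grown in erythrocytes (2% hematocrit, 0.05% parasitemia final) with compounds for 96 hours at 37 C, 5% CO2. Growth inhibition read as loss of luminescence after adding luciferase detection reagent.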
Sm TGR inh = qHTS Assay for the Inhibitors of Schistosoma Mansoni Peroxiredoxins; purified TGR, DTNB reduction, TNB absorbance 405 nm; AID 485364, 2010; 360,000 tested, 3% active; Schistosoma mansoni thioredoxin glutathione reductase (TGR), Q962Y6; Potency, µM (highest dose often 114 µM), inactives show top-dose activity change, negative = inhibition, hits mostly inhibitors; further: nearly all actives have a fitted effect of over 60% in size
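TGR 20 nM + NADPH 100 uM (dispensed conc.), cpd preinc 15 min RT; start with NADPH (500 uM addition) then DTNB (15 mM addition). Kinetic TNB absorbance, 405 nm filter. Four-parameter Hill fit across titration.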
Pf growth 48h = Primary qHTS for delayed death inhibitors of the malarial parasite plastid, 48 hour incubation; P. falciparum luciferase growth in erythrocytes, 48 h; 310,000 tested, 5.9% active; AID 504832, 2011; Potency, µM (top dose mostly 28.7 µM), for the others: at the top dose activity change, negative = inhibition, usual class: inhibitors
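Luciferase-expressing parasites in RBCs, 2% Hct / 0.1% parasitemia final; RPMI 1640 + 0.5% Albumax; 37 C, 5% CO2, one generation; luminescence read-out, lower signal = inhibition.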
TbPYK inhibitor = qHTS of Trypanosoma Brucei Inhibitors; pyruvate kinase (Trypanosoma brucei), Q57TT1; TbPYK enzyme, Kinase-Glo Plus ATP luminescence, 45 min; Potency, µM (doses to about 76.8 µM), for inactives: at the highest dose activity, negative = inhibition, hits mostly inhibitors; 410,000 tested, 0.12% active; further: nearly all actives have a fitted effect of over 50% in size
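ADP (130 uM final) triggers the TbPYK reaction after compound addition; incubation is 45 min at room temperature. Kinase-Glo Plus is then added and luminescence imaged. Normalized data are fitted to concentration-effect curves.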
The depositor's hits bear a star; i = inactive; ? = inconclusive; . = no result given; & = joins results of further samples; [ ] = dose if it differs, or a comment. The call rests on the fitted dose curve; in most records, active means well fitted curve in the direction sought with a large enough effect; inconclusive means small, poorly fitted or top-dose-only effect, or another doubt; inactive means no such curve, though single readings can be large; an effect the other way counts as inactive or inconclusive. On the % scale 0 is the no-effect control and ±100 the full control effect; potency means the concentration at half of the fitted maximal effect.

SMILES	LmPK inhibitor	HCV inh	Pf growth 96h	Sm TGR inh	Pf growth 48h	TbPYK inhibitor
Cc1onc(-c2ccccc2)c1CNS(=O)(=O)c1cccc(Br)c1	4%	-6%	19%	0%	14%	2%
Clc1ccc(/C=C/c2nc(Cl)c(-c3ccc(Cl)cc3)c(Cl)n2)cc1	-1%	25%	?	7%	?	8%
COc1ccc(CNS(=O)(=O)NCc2ccc(OC)c(OC)c2)cc1OC	-3%	?	1%	1%	26%	6%
Cc1ccc2nc(-c3ccc4c(c3)OCCO4)cn2c1	14µM*	-10%	67%[activator]	21%	-89%	-11%
CCOc1ccc(-n2cc(C(=O)Nc3cccc(Cl)c3)c3cc(OC)c(OC)cc3c2=O)cc1	1%	-8%	45%[activator]	-6%	.	-2%
CC(=O)Nc1ccccc1C(=O)C(=O)Nc1cccc(C(=O)N2CC(C)CC(C)C2)c1 (centres undefined)	-11%	?	?	8%	2%	3%
CC1CN(C(=O)CSc2nc(-c3ccccc3)cs2)CC(C)O1 (centres undefined)	-1%	23%	.	3%	6%	-16%
COc1ccc(-c2cn3ccc4ccccc4c3n2)cc1	-21%	?	150%[activator]	-17%	i	2%
CCOc1ccc(S(=O)(=O)N(CC(=O)NC2CCCCC2C)Cc2ccco2)cc1 (centres undefined)	1%	?	?	-5%	-21%	-3%
O=S1(=O)C=C(Sc2nc3cc(Cl)ccc3o2)c2ccccc21	2%	7.9µM*	19%	1.6µM*	?	-10%
CN(C)/C=C1\N=C(c2cccnc2Oc2ccc(Cl)cc2)OC1=O	4%	-22%	54%	1%	23%	-12%
Cc1cc(C)nc(OC(C(=O)O)C(OCCc2ccccc2)(c2ccccc2)c2ccccc2)n1 (centres undefined)	0%	13%	-4%	0%	51%[activator]	2%
COC(=O)c1c(NC(=O)CCCC(=O)O)sc2c1CCC2	0%	11%	.	0%	?	4%
Cc1ccsc1/C=N/NC(=O)Cc1cccn1C	2%	4%	-8%	?	26%	-21%
COc1ccc(C(=O)Cn2nnc(-c3ccccc3NC(=O)c3ccco3)n2)cc1	4%	?	-24%	-11%	8.3µM*	-16%
COC(=O)c1cc(S(=O)(=O)N2CCN(c3ccc(C(C)=O)cc3)CC2)cn1C	0%	-3%	15%	-9%	-9%	-3%
O=C(NCC1CCCO1)c1onc(CSc2ccc(F)c(F)c2)c1C(=O)O (centres undefined)	0%	43%[activator]	45%[activator]	6%	-15%	1%
Cc1c(CN2CCCCC2C)c(=O)n(-c2ccccc2)n1C (centres undefined)	-1%	9%	-1%	-2%	0%	-4%
N/C(Cc1nc2ccccc2s1)=N\O	-2%	-5%	?	-14%	?	8%
COc1ccc(NC(=O)CCS(=O)(=O)c2ccc3c(c2)CCCN3C(C)=O)cc1	-2%	6%	?	1%	-2%	3%
Cc1ccc(OCCCCn2ccnc2)c([N+](=O)[O-])c1	-2%	?	?	21%	?	-19%
O=C1CC(N2CCOCC2)C(=O)N1CCN1C(=O)CC(N2CCOCC2)C1=O (centres undefined)	-1%	11%	33%[activator]	-24%	6%	-1%
CN(C)S(=O)(=O)c1cccc(NC(=O)COC(=O)C2(c3ccccc3F)CCCC2)c1	5%	?	?	5%	?	-1%
CCCOc1ccc(C(=O)C(CCC(CNCC)C(=O)c2ccc(OCCC)cc2)CNCC)cc1 (centres undefined)	-1%	5µM*	?	1%	1.9µM*	-10%

3 compounds out of the list, arranged by formula weight, low to high:
SMILES	LmPK inhibitor	HCV inh	Pf growth 96h	Sm TGR inh	Pf growth 48h	TbPYK inhibitor
Cc1c(CN2CCCCC2C)c(=O)n(-c2ccccc2)n1C (centres undefined)	-1%	9%	-1%	-2%	0%	-4%
Cc1onc(-c2ccccc2)c1CNS(=O)(=O)c1cccc(Br)c1	4%	-6%	19%	0%	14%	2%
CCOc1ccc(S(=O)(=O)N(CC(=O)NC2CCCCC2C)Cc2ccco2)cc1 (centres undefined)	1%	?	?	-5%	-21%	-3%

Exported with two lines to a compound: 7 of the compounds above
Order of results: LmPK inhibitor	HCV inh	Pf growth 96h	Sm TGR inh	Pf growth 48h	TbPYK inhibitor
Cc1ccsc1/C=N/NC(=O)Cc1cccn1C
→ 2%	4%	-8%	?	26%	-21%
COc1ccc(C(=O)Cn2nnc(-c3ccccc3NC(=O)c3ccco3)n2)cc1
→ 4%	?	-24%	-11%	8.3µM*	-16%
COC(=O)c1cc(S(=O)(=O)N2CCN(c3ccc(C(C)=O)cc3)CC2)cn1C
→ 0%	-3%	15%	-9%	-9%	-3%
O=C(NCC1CCCO1)c1onc(CSc2ccc(F)c(F)c2)c1C(=O)O (centres undefined)
→ 0%	43%[activator]	45%[activator]	6%	-15%	1%
Cc1c(CN2CCCCC2C)c(=O)n(-c2ccccc2)n1C (centres undefined)
→ -1%	9%	-1%	-2%	0%	-4%
N/C(Cc1nc2ccccc2s1)=N\O
→ -2%	-5%	?	-14%	?	8%
COc1ccc(NC(=O)CCS(=O)(=O)c2ccc3c(c2)CCCN3C(C)=O)cc1
→ -2%	6%	?	1%	-2%	3%

(next part)
SMILES	LmPK inhibitor	HCV inh	Pf growth 96h	Sm TGR inh	Pf growth 48h	TbPYK inhibitor
CCCCN(CC)CCCNC(=O)c1cn(CC)c2ccc(S(=O)(=O)N3CCc4ccccc4C3)cc2c1=O	0%	?	?	-10%&0%	?	6%&-1%
CC(C)(C)c1ccc(C(=O)C2CCCN(C(=O)c3ccccn3)C2)cc1 (centres undefined)	-3%	?	?	-3%	-9%	-18%
Cn1cnnc1Sc1ccc(/C=C(\CC(=O)O)c2nc3ccccc3s2)cc1[N+](=O)[O-]	5%	?	?	-9%	15%	0%
COc1ccc(C2(CNC(=O)CCC(=O)O)CCCC2)cc1	-2%	11%	.	5%	1%	-11%
CCOP1(=O)OCC2OC(n3cnc4c(N)ncnc43)C(O)C2O1 (centres undefined)	1%	22%	-15%	0%	-5%	0%
CCCCSCCCNC(=O)CS(=O)Cc1nc(-c2cccc(C)c2)oc1C (centres undefined)	-1%	-13%&-28%	?	45µM*	24%	.
Cc1ccc(S(=O)(=O)N2CCN(C(=O)CCC(=O)NCCc3ccc(F)cc3)CC2)cc1	5%	7%	-41%[5.75 µM]	1%	?	-7%
COc1ccc(NS(=O)(=O)c2ccc3nc(COc4ccc5ccccc5c4)[nH]c3c2)cc1	0%	7.9µM*	?	-10%	6%	7%
Cc1cc(C)cc(NC(=S)N2CCN(c3ccccn3)CC2)c1	-1%	0%	8%	-1%	5%	8%
CC(=O)Nc1ccc(NC(=O)CNC(=O)c2cccc(C)c2)cc1	-2%	19%	37%[activator]	1%	29%	-9%
COc1ccc(-n2ncc3c2CC(C)(C)CC3NC(=O)c2cn[nH]c2)cc1 (centres undefined)	-5%	27%	-21%	0%	4%	-1%
Cc1cccc(NC(=O)CCN2C(=O)c3ccccc3C2=O)n1	-4%	-14%	?	-1%	10%	-3%
O=C(c1ccc(NC(=S)NCc2ccc(Cl)cc2)cc1)N1CCCCC1	-1%	-6%	217%[activator]	-32%	-3%[5.75 µM]	1%
O=C(COC(=O)C1CCN(c2ccc(C(F)(F)F)cn2)CC1)c1ccccc1Cl	.	4%	23%	2%	?	0%
CC(O)Cc1cn(CC(=O)N2CCNCC2)nn1 (centres undefined)	-5%	35%[activator][8.37 µM]	55%[activator]	-18%	48%[activator]	2%
C=C(CO)CC1CC(O)[C@]2(C)OC3CC4OC5C[C@]6(C)O[C@]7(C)CCC8OC9C[C@]%10(C)OC%11C(C)=CC(=O)OC%11CC%10OC9C[C@@H](C)C8OC7CC6O[C@]5(C)C/C=C\C4OC3CC2O1 (some centres undefined)	-2%	-5%	.	4%	.	2%
COCc1ccc(C(=O)NC2CCSc3ccccc32)cc1 (centres undefined)	-2%	9%	44%[activator]	1%	30%	3%
COc1ccc(C)cc1S(=O)(=O)N1CCCCCC1	7%	17%	-11%	-1%	2.1µM*	-8%
CCc1ccccc1Oc1coc2cc(O)ccc2c1=O	-4%	5%	?	4%	8%	3%
CSC1=NCCN1C(=O)C12CC3CC(CC(C3)C1)C2	1%	-15%	?	-7%	9.3µM*	7%
CC1CCN(S(=O)(=O)c2ccc(NC(=O)C3CSC4(C)CCC(=O)N34)cc2)CC1 (centres undefined)	.	?	?	-6%	-19%	2%
Cn1c(SCC(=O)Nc2ccc(Br)cn2)nnc1C1CC1	-5%	-4%	-4%	-7%	-12%	-5%
Cc1ccc(NC(=O)CCNS(=O)(=O)c2ccccc2F)cc1S(=O)(=O)N1CCOCC1	.	0%	?	-3%	?	5%
CC(C)Oc1ccc(S(=O)(=O)N2CCOCC2)cc1NC(=O)Cc1c(F)cccc1Cl	.	?	?	1%	?	2%
O=C(CSc1n[nH]c(-c2ccccn2)n1)Nc1ccc(F)cc1	-8%	?	-8%	1%	?	0%
COCCCn1c(=NC(=O)c2ccncc2)c(C#N)cc2c(=O)n3cccc(C)c3nc21	-2%	6%	3%	-15%	2.9µM*	0%
N#Cc1c(NC(=O)C2CC(Cl)=CCC2C(=O)O)sc2c1CCCCC2 (centres undefined)	1%	-8%	-4%	.	-9%	2%
CCOc1ccc(S(=O)(=O)NCc2cccnc2)cc1C	-3%	5%	46%[activator]	.	8%	-4%
CC1CCCN(CCC(=O)Nc2ccccc2)C1 (centres undefined)	-3%	8%	65%[activator]	39%[activator]	40%[activator]	2%
COC(=O)C1=CN(C(C)C)C=C(C(=O)OC)C1c1cccc(OC)c1	0%	40%[activator]	122%[activator]	-1%	?	-9%
Cc1nc(/N=C(\N)Nc2ccccc2)nc2ccccc12	2%	.	-15%	10%	59%[activator]	.
CCC1Sc2ccc(S(=O)(=O)CCC(=O)Nc3ccc(C(=O)OC)cc3)cc2NC1=O (centres undefined)	3%	3%	-3%	?	19%	-21%
COc1ccc(CN(C)C(=S)Nc2ccc(Cl)cc2)cc1	0%	3%	2%	-6%	-16%	-3%
CC1(C)CC(NC(=S)NC2CC2)CC(C)(C)N1	5%	5%	?	25%	1%	0%
O=C(NNC(=O)c1cc(-c2ccco2)nc2ccccc12)c1ccccc1	5%	-12%	?	11µM*	?	-3%
COc1cc(COCC(O)CN2CCN(CCN3C(=O)c4cccc5cccc(c45)C3=O)CC2)cc(OC)c1OC (centres undefined)	2%	3.5µM*	?	0%	?	2%
CCN(CC)C(=O)c1cccnc1	.	.	-16%	.	-4%	-5%
CC1=C(C)CC(C(=O)NNC(=O)c2csc(C)c2C)C(C(=O)O)C1 (centres undefined)	0%	21%	-3%	3%	2%	-8%
Cc1nn(C)cc1/C=C1\SC(=S)NC1=O	-6%	2%	21%	-8%	.	-15%
O=C(NCc1cccc(Cl)c1)C1CCN(S(=O)(=O)c2ccc(F)cc2)CC1	1%	15%	?	5%	?	-9%
Cc1cccc(CCNCc2cc3cccc(C)c3[nH]c2=O)c1	-4%	-10%	1%	6%	0%	-4%
COc1ccc(OCCC(=O)OCC(=O)NCCc2ccccc2)cc1	2%	13%	17%	9%	7%	-2%
CCn1nc(C)c(CNC(=O)CC2C(=O)NCCN2Cc2ccc(C)o2)c1C (centres undefined)	-9%	9%	60%[activator]	?	24%	-5%
N#C/C(=C/c1ccc(N2CCOCC2)o1)C(=O)NC1CCCCC1	3%	?	211%[activator]	32µM*	?	-8%
O=C(O)CCCn1c(O)c(C=C2N=c3ccccc3=N2)sc1=S	-2%	7%	?	-13%	?	-2%
S=C(NCCN1CCOCC1)NC1CCCCC1	4%	16%	-5%	1%	6%	6%
Cc1ccc(NC(=O)Cc2ccc(Cl)c(Cl)c2)cc1S(=O)(=O)N(C)C	1%	?	-77%	-7%	5%	7%
